Bioassay records as filed in PubChem BioAssay.
Artemis endo inh – Artemis (human) endonuclease inhibition. Q96SD1. recombinant Artemis, quenched FAM hairpin cleavage fluorescence. inhibition, % at 10 µM. actives 0.78% (n = 30,000). AID 686954;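 active = at 10 µM dose, at least 30% inhibition, measured as corrected fluorescence normalized to stimulator and neutral control wells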
Target sequence (Q96SD1 whole entry, looked up): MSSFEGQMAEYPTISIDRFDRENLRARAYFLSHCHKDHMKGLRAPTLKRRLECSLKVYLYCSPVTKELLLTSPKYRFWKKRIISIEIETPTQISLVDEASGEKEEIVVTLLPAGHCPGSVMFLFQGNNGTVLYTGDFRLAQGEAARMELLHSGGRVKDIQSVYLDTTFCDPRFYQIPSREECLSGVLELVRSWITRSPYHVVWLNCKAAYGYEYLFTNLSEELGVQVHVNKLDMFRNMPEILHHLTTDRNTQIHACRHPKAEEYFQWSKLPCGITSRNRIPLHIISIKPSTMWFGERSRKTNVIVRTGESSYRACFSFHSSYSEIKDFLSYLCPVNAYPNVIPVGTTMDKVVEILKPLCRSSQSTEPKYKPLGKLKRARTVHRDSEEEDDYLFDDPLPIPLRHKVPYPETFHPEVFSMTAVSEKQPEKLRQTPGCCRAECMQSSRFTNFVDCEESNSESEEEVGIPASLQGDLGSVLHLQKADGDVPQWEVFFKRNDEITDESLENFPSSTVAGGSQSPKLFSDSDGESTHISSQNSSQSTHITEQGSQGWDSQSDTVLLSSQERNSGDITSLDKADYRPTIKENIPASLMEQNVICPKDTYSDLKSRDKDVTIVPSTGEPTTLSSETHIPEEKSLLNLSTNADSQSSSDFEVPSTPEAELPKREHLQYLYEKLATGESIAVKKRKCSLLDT
Active calls of the source: *.

Start of the data: the first 3 entries, ahead of the listing:
SMILES	Artemis endo inh
CC(=O)Nc1ccc(NC(=O)CN2CCCC(C)C2)c(Cl)c1 (centres undefined)	-7.1
Cn1ncc(N=Cc2ccccc2O)c1C(=O)N1CCOCC1	-12.5
Cc1ccc(N(C(C)C(=O)Nc2ccc3c(c2)OCO3)S(C)(=O)=O)cc1 (centres undefined)	6.2

Main list, from the start:
SMILES	Artemis endo inh
CC(=O)Nc1ccc(NC(=O)CN2CCCC(C)C2)c(Cl)c1 (centres undefined)	-7.1
Cn1ncc(N=Cc2ccccc2O)c1C(=O)N1CCOCC1	-12.5
Cc1ccc(N(C(C)C(=O)Nc2ccc3c(c2)OCO3)S(C)(=O)=O)cc1 (centres undefined)	6.2
Cc1cc(C)n(-c2nc(NCCO)c3c4c(sc3n2)CCCC4)n1	-1.6
CCCC(=O)C1=C(N(C)c2ccccc2)CC(C)(C)C(C(=O)OC)C1=O (centres undefined)	13.4
CC(C)Cc1nnc(NC(=O)CSc2ncn[nH]2)s1	-1.1
C=CCOc1ccc(CNc2nccs2)cc1	-5.5
COc1ccc(NC(=O)C2CC(=O)n3cnnc3S2)cc1 (centres undefined)	-2.2
O=C1CN(C(=O)CSc2nnc(C3CC3)n2-c2ccccc2)c2ccccc2N1	11.1
FC(F)(F)c1ccccc1Nc1nccs1	-6.2
C=CCSC1=N/C(=C\c2ccc(C)o2)C(=O)S1	1.8
CCOC(=O)c1[nH]c2ccc(OC)cc2c1NC(=O)c1nonc1C	-10.5
Cc1occc1-c1nnc(SCC(=O)Nc2ccccc2N2CCCCC2)n1C	-2.9
CCN(CC)CCOc1ccc2nc(N(C)C)sc2c1	-4.7
Cc1occc1C(=O)Nc1c(F)c(F)c(F)c(F)c1F	11.2
COc1ccc(-c2cc(CNC(=O)CN3CCN(C)CC3)on2)cc1	-5.9
Cc1nn(Cc2c(Cl)cccc2Cl)c(Cl)c1/C=C/C(=O)OCC(=O)NCC(F)(F)F	6.3
Cc1nc2cc3nc(C)sc3cc2s1	-2.0
CCOc1ccc2nc(NS(=O)(=O)c3ccc4c(c3)n(C)c(=O)n4C)sc2c1	4.9
CCOC(=O)c1cc2c3ccccc3n(CC)c2nc1N	-11.3
COc1ccc(N=Nc2cnc(C)nc2-c2ccccc2)cc1	-3.9
Cc1cc(C)c2c(CC(=O)O)coc2c1	19.3
N#Cc1ccc(NC(=O)COC(=O)CNC(=O)C2CCCCC2)cc1	-2.9
C=C(C)COc1ccc(-c2nc(N)nc(C)c2Oc2ccccc2OC)c(O)c1	5.0
CSc1ccc(C(C(C(=O)c2cccs2)N2CCOCC2)N2CCOCC2)cc1 (centres undefined)	2.7
(listing goes on)
SMILES	Artemis endo inh
O=C(NCc1ccco1)C1CC(=O)N(CCc2ccccc2)C1 (centres undefined)	-2.2
CCOc1ccc(N2CC(C(=O)Nc3ccc(S(=O)(=O)Nc4ncccn4)cc3)CC2=O)cc1 (centres undefined)	-2.8
O=C(NCc1ccc(N2CCCC2=O)cc1)Nc1cccc2ccccc12	4.8
CC(C)Cn1c(-c2ccccc2)nc2ccccc2c1=O	7.3
O=S1(=O)C=C(N2CCCCC2)c2ccccc21	4.6
CS(=O)(=O)Nc1cccc(C(=O)CC2(O)C(=O)Nc3ccc(Br)cc32)c1 (centres undefined)	-4.2
COc1ccc(C2OC34CCCCC3C(C#N)(C#N)C2(C#N)C(=N)O4)cc1 (centres undefined)	0.9
Cc1ccc(N2CCN(C(=O)c3ccccc3Br)CC2)c(C)c1	-4.4
CCOC(=O)c1cnc(SC)nc1N	-0.4
O=C(N1CCCCC1)N1CCN(C(c2ccccc2)c2ccccc2)CC1	-2.6
CCOC(=O)Cc1nn(CCc2ccccn2)c(=O)c2ccccc12	-4.0
COC(=O)c1cn(N(C)c2ncc(C(F)(F)F)cc2Cl)c(=O)c2ccccc12	4.0
Cc1ccc(F)c(NC(=O)CCc2ccccc2)c1	-4.8
CN(C)c1ccc(/C=C/C=C2/SC(=S)N(c3ccccc3)C2=O)cc1	8.9
O=C1CC(c2ccccc2)n2nc(N3C(=O)c4ccccc4C3=O)nc2N1 (centres undefined)	3.9
CC(CNCC1CCCO1)COc1cccc2ccccc12 (centres undefined)	3.0
O=C(Nc1ccc(N2CCOCC2)c(Cl)c1)c1ccc(Br)o1	3.2
COc1ccc(-n2c(N)c(C(=O)NCc3ccco3)c3nc4ccccc4nc32)c(OC)c1	3.5
CCOC(=O)c1nnn(-c2nonc2N)c1CN(C)Cc1ccccc1	5.6
COc1ccc(C2NC(=O)NC(O)(C(F)(F)F)C2C(=O)c2ccc(F)cc2)cc1 (centres undefined)	3.6
O=C(NCc1ccc(Cl)cc1)c1ccc(Cl)cc1[N+](=O)[O-]	-2.2
C=CCOC(=O)/C(=C\c1ccc(OC)cc1)NC(=O)c1ccco1	0.0
CCc1nnc(NC(=O)NCN2C(=O)C3C4C=CC(C4)C3C2=O)s1 (centres undefined)	3.6
COCCOC(=O)C1=C(C)N(Cc2ccccc2)C(=O)NC1c1ccc(OC)cc1 (centres undefined)	-0.9
O=C(CCCn1c(=O)[nH]c2cc(Cl)ccc2c1=O)NCCN1CCN(c2ccccc2)CC1	-0.3
New compounds follow
SMILES	Artemis endo inh
Cc1ccc2c(Cl)cc(Cl)c(OCc3c(C)noc3C)c2n1	7.9
CCNC(=O)c1c(NC(=O)C2COc3ccccc3O2)sc2c1CCCC2 (centres undefined)	-1.5
O=C(NNC1=C(C(=O)C(F)(F)F)CCC1)c1ccccc1O	5.3
CCn1c(SCC(=O)Nc2nc3ccc(OC)cc3s2)nnc1-c1ccoc1C	10.0
Cc1cc(-c2ccccc2)nn1-c1nc2c(c(=O)[nH]c(=O)n2C)n1C	9.2
CCc1ccc(/C=N/NC(=S)NCCc2ccccc2)cc1	-3.3
O=C(Cn1c(C(F)(F)F)nc2ccccc21)c1ccc(F)cc1	-3.9
NC(=O)NCC12CC3CC(CC(C3)C1)C2	0.4
Cc1ccc(NC2=NCC(=O)N2Cc2ccc3c(c2)OCO3)cc1	8.1
Cc1ccc(SCc2c(-c3ccccc3)nn(C)c2Cl)cc1	3.7
COC(=O)c1ccc(CSc2nnc(NCc3ccccc3)s2)o1	0.8
Clc1ccc(N2N=C(c3cccs3)CC2c2ccco2)cc1 (centres undefined)	2.8
CCc1cc2c(N3CCN(c4ccccc4)CC3)ncnc2s1	4.1
Cc1ccc(NC(=O)C2CCCN(S(=O)(=O)c3cccs3)C2)cc1 (centres undefined)	-8.5
Cc1nnc2n(C3CCCCC3)c(=O)c3c4c(sc3n12)COC(C)(C)C4	2.9
O=C(Cn1cnc2ccccc2c1=O)NCc1ccc2c(c1)OCO2	-2.8
CCCC(=O)N=C1SC2CS(=O)(=O)CC2N1c1ccc(CC)cc1 (centres undefined)	-5.6
COc1ccc(NC(=O)C(NC(C)=O)C(=O)NCc2ccccc2)cc1 (centres undefined)	-7.5
O=C(COC(=O)c1ccccn1)Nc1ccccc1Cl	-3.8
CC(C)=CC(=O)Nc1nnc(C)s1	-5.3
Cc1cc(=O)n2c(ccc3ccccc32)c1C#N	3.8
COC(C)(C)[C@]12CC(O)(c3ccccc3)ON1[C@H]1CCCCC1N2O (some centres undefined)	-6.8
COc1ccc(OC(=O)c2cccnc2)cc1	-3.6
CCCCCNC(=O)C(C)NS(=O)(=O)c1ccc(OC)cc1 (centres undefined)	-6.0
O=C(c1ccc(CN2CCOCC2)cc1)N1CCN(c2ccccc2F)CC1	-0.2

An excerpt from above in order of number of heavy atoms, low to high.
SMILES	Artemis endo inh
NC(=O)NCC12CC3CC(CC(C3)C1)C2	0.4
CCc1ccc(/C=N/NC(=S)NCCc2ccccc2)cc1	-3.3
Cc1ccc(NC(=O)C2CCCN(S(=O)(=O)c3cccs3)C2)cc1 (centres undefined)	-8.5

(more compounds)
SMILES	Artemis endo inh
COc1cc(C=O)ccc1OCCOCCOc1cc(C)ccc1Cl	-8.3
c1coc(-c2nnc(SCc3cn4ccccc4n3)o2)c1	-11.6
Cc1c(Cl)c([N+](=O)[O-])nn1Cc1ccc(C(=O)N/N=C\c2cc(Cl)ccc2O)o1	31.0*
C=CCSC1=Nc2sccc2C2=NC(=O)CN12	2.5
Cc1ccc(C(=O)NCC(=O)OCC(=O)c2ccc3c(c2)OCCO3)cc1C	0.3
COC(=O)C1=C(C(=O)c2ccccc2)C(c2ccc(O)c(OC)c2)n2nnnc2N1 (centres undefined)	6.6
NNC(=O)c1cnn(Cc2ccccc2)c1N	1.2
O=C(Nc1ccccc1N1CCOCC1)c1cccs1	-1.5
Cc1nc2nc(-c3ccc(Cl)cc3)cn2nc1C	-3.7
CCOc1ccc(-c2nnn(CC#N)n2)cc1OC	4.0
COC(=O)c1ccc(Cl)c(NC(=O)CSc2ncn[nH]2)c1	4.1
Cc1ccccc1CS(=O)(=O)Cc1ccc(C(=O)NCc2ccccn2)o1	5.5
CCC(c1ccccc1)c1nc(-c2ccccn2)no1 (centres undefined)	0.9
CCn1c(=O)c(C(=O)NCc2ccc(OC)c(OC)c2)c(O)c2ccccc21	-1.8
O=S(=O)(NCCCCCNS(=O)(=O)c1ccccc1)c1ccccc1	-7.4
O=C(NCC(F)(F)F)Nc1nnc(C(F)(F)F)s1	-4.0
CCn1nnnc1SCC(=O)NC1CCCC1	11.9
O=c1[nH]c(CN2CCN(Cc3ccc4c(c3)OCO4)CC2)nc2ccccc12	2.6
COc1ccc(OC)c2[nH]c(=O)c(CCNC(=O)c3ccc(S(=O)(=O)N(C)C)cc3)cc12	4.7
Cc1ccc(N2CCN(C(=O)CNS(=O)(=O)c3ccc(Br)s3)CC2C)cc1 (centres undefined)	5.3
C=COCCn1c(-c2nonc2N)nc2ccccc21	-3.0
Brc1ccc(-c2cn3nc4c(nc3n2)CCCC4)cc1	30.7*
CCCn1c(SCC(=O)N2CCCCC2)nnc1-c1ccco1	5.7
C/C(=N\O)C(=O)NCc1ccncc1	-5.5
CCC(C(=O)Nc1ncccn1)(C(F)(F)F)C(F)(F)F	-7.6
Next section:
SMILES	Artemis endo inh
CC(=O)N(C)C1(c2nnnn2CCOC(=O)Nc2ccc(Cl)cc2)CCCCC1	-8.9
O=c1[nH]c2cc3c(cc2cc1CN(Cc1ccccc1)Cc1nnnn1Cc1ccco1)OCCO3	27.0
Clc1ccc(-c2nc(N3CCCCC3)nc3ccccc23)cc1	21.6
O=C(Cn1cc(C(=S)N2CCOCC2)c2ccccc21)N1CCOCC1	-3.7
O=C(NN1C(=O)C2C3C=CC(C4CC34)C2C1=O)c1ccc(Cl)cc1 (centres undefined)	-4.1
N#Cc1nc(Cc2ccccc2)oc1NCCc1ccccc1	-4.6
CN1CCN(C(=O)CSc2nc(-c3ccncc3)ccc2C#N)CC1	-3.2
Cn1c(=O)c2c(nc(N3CCOCC3)n2CCCNC2=NCCC2)n(C)c1=O	-2.4
CC1(C)CC(=O)C=C(Nc2ccc(C(=O)O)cc2)C1	3.8
O=C(NCCCCNC(=O)c1ccc(Cl)s1)c1ccc(Cl)s1	-2.5
CCNC(=O)c1cc2c(=O)n3cccc(C)c3nc2n(Cc2ccc(C)cc2)c1=N	7.2
Cc1cc2c(N3CCCCC3C)ncnc2s1 (centres undefined)	0.7
CCSCc1nnc(SCC(=O)Nc2nc3ccccc3s2)n1C	-1.9
CCOc1ccc(NC(=O)CN(C)c2ccc(S(=O)(=O)N3CCOCC3)cn2)cc1OCC	2.9
O=[N+]([O-])c1ccc2c(c1)C(O)n1nc(-c3ccc(Cl)cc3Cl)nc1S2 (centres undefined)	-5.9
C=CCn1c(-c2csc(-c3ccccc3)n2)n[nH]c1=S	-13.3
COc1ccccc1NC(=O)CS(=O)(=O)c1cccc2nsnc12	0.0
Clc1ccc(Oc2nc3ccccc3n3cccc23)cc1	-5.3
CCn1c(NC(C)=O)nc2ccccc21	-2.9
Nc1c(S(=O)(=O)c2ccccc2)c2nc3ccccc3nc2n1/N=C/c1cccc(O)c1	29.7
Cc1ccc(-c2nnc(N3CCN(C(=O)CSc4ncn[nH]4)CC3)c3ccccc23)cc1	5.4
CCOC(=O)c1cc(NC(=O)NCc2ccco2)c(C)nc1C	0.0
O=C(NC1CCCC1)C1CCN(c2nccs2)CC1	6.5
COc1ccc2cc3cc(C(=O)Nc4ccccc4N4CCN(C)CC4)oc3nc2c1	19.9
COc1cccc(C(c2nnnn2CCc2ccccc2)N2CCN(c3ccccc3)CC2)c1OC (centres undefined)	8.6
(more compounds)
SMILES	Artemis endo inh
COc1ccc(-c2cc(C)nc3nc(N)nn23)cc1	-3.5
COc1ccc(Nc2cc(C(=O)NCCCN3CCN(C)CC3)c3ccccc3n2)cc1	6.9
Cc1cc(Nc2ccccc2)nc(N2CCOCC2)n1	-5.7
COc1ccc(C=O)cc1CSc1nnc(COc2cccc3cccnc23)o1	-5.6
O=C(CSc1ncnc2c1cnn2-c1ccccc1)Nc1ccc2c(c1)OCO2	1.1
Cc1ccc(N=Nc2c(=O)[nH]n3c(C)cc(C)nc23)cc1	8.2
COc1ccc2cc(C(=O)OC(C)C)sc(=O)c2c1OC	-3.4
CCOC(=O)CC(C(=O)OCC)P(=O)(c1ccccc1)c1ccccc1 (centres undefined)	-9.9
CC1(C)CC(=O)C(N=Nc2ccc3ncsc3c2)=C(O)C1	2.4
CC(=O)N(Cc1cc(=O)[nH]c2ccccc12)c1ccccc1	1.4
CCCNc1nc(C)nc2c1cnn2CCc1ccccc1	0.8
CCOc1ccc(NC(=O)CN(c2ccc(OC)cc2)S(C)(=O)=O)cc1	-4.8
CCCc1nc2ccccc2c(=O)n1/N=C/c1ccc(O)cc1	-2.3
COc1ccccc1CC(=O)Nc1ccc(OC)c(OC)c1	17.2
O=Cc1cn(-c2ccccc2)nc1-c1cc2ccccc2oc1=O	-2.6
Cc1nn(-c2ccccc2)c2sc(C(=O)c3c(N)n(C)c(=O)n(C)c3=O)cc12	-1.9
Cc1ccc(C)c(-n2ccnc2SCC(=O)O)c1	-1.7
Cc1cc(OCc2nc(-c3cccnc3)no2)c(C)cc1Br	4.7
Cc1nnc(N2C(=O)c3cccc4cccc(c34)C2=O)s1	5.6
CCC(NC(=O)c1ccccc1NC(=O)c1ccco1)C(=O)NC1CCCCC1 (centres undefined)	-10.5

In another format: entries from further up.
| Molecule | Artemis endo inh |
| --- | --- |
| COc1ccc(C=O)cc1CSc1nnc(COc2cccc3cccnc23)o1 | -5.6 |
| O=C(CSc1ncnc2c1cnn2-c1ccccc1)Nc1ccc2c(c1)OCO2 | 1.1 |
| Cc1ccc(N=Nc2c(=O)[nH]n3c(C)cc(C)nc23)cc1 | 8.2 |

This is a subset. The share of hits here may be higher or lower than overall.
